EBV LMP1 NFkB: EBV LMP1-driven NF-kappaB luciferase reporter inhibitors, primary screen, cell-based, luminescence, single point | AID 504558, 2011 | inhibition, % at 12.5 µM | LMP1-induced NF-kappaB luciferase reporter cells | 350,000 compounds, 0.69% hits; in the data active = inhibition above about 41%;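 also: 0% = neutral control wells and 100% = reference inhibitor control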
Shn3 3UTR inh: reduction of Shn3 3'UTR firefly luciferase signal, primary screen, Schnurri-3 inhibitor project, cell-based, Clone20 osteoblasts, set 2 | Clone20 osteoblast Shn3 3'UTR firefly luciferase, 24 h | inhibition, % at 12.5 µM | 360,000 compounds, 0.52% hits | AID 588674, 2011;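 active = mean inhibition of at least 75% with every replicate also reaching 75%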;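 also: 0% = median of neutral control wells and 100% = pilot-screen positive control compound; some compounds past the cut are filed as inactive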
NR2E3 ag-1: inhibitors of NR2E3-RetCOR corepressor binding, primary screen, NR2E3 agonist project, biochemical, TR-FRET, GST-NR2E3, biotin-RetCOR; Photoreceptor-specific nuclear receptor (Homo sapiens), Q9Y5X4; 1536-well; inhibition of corepressor binding, % at 4.78 µM; 320,000 compounds, 0.12% hits; AID 2300, 2010;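 active = percent inhibition above the cutoff of mean plus 3 SD of all tested compounds, set per screening campaign, cut at about 20% in these data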;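 also: 0% = DMSO wells and 100% = biotin wells as full block of FRET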
Target sequence (Q9Y5X4 whole entry, looked up): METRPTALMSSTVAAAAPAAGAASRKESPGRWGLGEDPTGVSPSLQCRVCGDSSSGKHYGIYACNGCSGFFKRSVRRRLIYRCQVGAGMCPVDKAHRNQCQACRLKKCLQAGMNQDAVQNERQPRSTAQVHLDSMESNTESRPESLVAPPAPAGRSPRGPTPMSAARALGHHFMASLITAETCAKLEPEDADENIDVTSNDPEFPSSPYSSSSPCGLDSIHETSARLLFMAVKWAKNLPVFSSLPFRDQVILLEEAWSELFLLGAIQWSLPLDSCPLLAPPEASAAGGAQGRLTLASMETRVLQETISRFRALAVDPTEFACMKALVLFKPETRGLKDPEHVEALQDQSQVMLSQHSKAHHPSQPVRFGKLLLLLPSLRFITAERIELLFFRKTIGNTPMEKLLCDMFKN
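Material: NR2E3–RetCOR corepressor complex | Quantity: 1.35 nM GST-tagged NR2E3 final | Schedule: 5 h at 4 °C | Replication: Singlicate compound wells | Reagent: RetCOR corepressor, biotinylated, 7 nM | Controls: Biotin wells as high control, 0.6% DMSO wells as low control | Signal: TR-FRET, Eu(K)-anti-GST donor, streptavidin-D2 acceptor, ex 340, em 617/671 nm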
C8 TRAIL sens: viability loss with TRAIL in NB7+C8 cells, primary screen, TRAIL sensitizer project, cell-based, ATPlite luminescence | inhibition (viability loss, TRAIL sensitization), % at 10 µM | 360,000 compounds, 1% hits;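 active = compounds causing at least 50% loss of cell viability in the single-dose screen, relative to plate controls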
NR2E3 ag-2: NR2E3 agonists in two-hybrid cells, primary screen, cell-based, luminescence, CHO-S, Gal4-NCOR/VP16-NR2E3 | 360,000 compounds, 0.35% hits | luciferase | inhibition of corepressor binding, % at 3.98 µM | AID 602229, 2012 | Photoreceptor-specific nuclear receptor (Homo sapiens), Q9Y5X4;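 active = inhibition above the mean of all tested compounds plus 3 SD, cut at about 70% in these data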;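 also: 0% = DMSO with NR2E3 transfected cells and 100% = cells lacking NR2E3 construct; higher means lower luciferase signal from less NR2E3 corepressor binding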
hiPSC survival: enhancers of single-cell hiPSC survival, primary screen, ATPlite luminescence | 100% = ROCK inhibitor wells, 0% = DMSO | survival enhancement, % at 20 µM | 360,000 compounds, 0.044% hits | AID 602274, 2012; in the data active = survival enhancement above about 18%;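 also: cells exposed to compounds for 16 hours before the ATP read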
CF NFkB inh: inhibitors of PAF-induced NF-kB signaling, primary screen, cell-based, GFP fluorescence, uHTS | KKLEB NF-kB-GFP reporter, GFP fluorescence overnight | inhibition, % at 5 µM | 360,000 compounds, 0.86% hits;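 active = at least 50% inhibition at 5 µM, scaled per plate between neutral and stimulator controls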;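 also: PAF is a Pseudomonas aeruginosa culture filtrate used as stimulus; plate controls were PAF-stimulated DMSO wells for no effect and unstimulated DMSO wells for full effect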
Peg3 prom inh: Peg3 promoter-driven luciferase inhibitors, primary screen, cell-based, HeLa, luciferase luminescence; inhibition, % at 20 µM; AID 588405, 2011; 360,000 compounds, 1.7% hits; HeLa PEG-Prom luciferase reporter, overnight;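 active = inhibition of at least 50% at 20 µM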
HIF-2a block: HIF-2a reporter inhibitors, primary screen, luminescence, 786-0 RCC cells; 786-0 RCC cells HIF-2a reporter, luciferase luminescence, overnight; inhibition, % at 18.8 µM; 360,000 compounds, 0.72% hits;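 active = inhibition of the luminescence signal of 40% or more relative to plate controls, in a single-dose primary screen at 18.75 µM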
KKLEB tox: cytotoxicity in KKLEB CF airway cells, primary screen, cytotoxicity control for CF NF-kB inhibitor project, cell-based, uHTS, fluorescence assay plates. KKLEB CF airway cells viability, ATPlite luminescence, overnight; active compounds read low; cells stimulated with P. aeruginosa culture filtrate. activity change (cytotoxicity), % at 5 µM. 360,000 compounds, 0.36% hits. AID 602141, 2011;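 active = corrected activity change at or below -50% at 5 µM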
TRPM1 prom inh: inhibitors of MITF-dependent TRPM1 promoter reporter, primary screen, cell-based, SK-MEL-5, single point, luciferase. 330,000 compounds, 0.83% hits. SK-MEL-5 TRPM1 promoter luciferase, 24 h. AID 488899, 2010. inhibition, % at 12.5 µM;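 active = mean inhibition across replicates of 60% or more, whatever share of single replicates reaches that level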; also: values of inactives mirror those of a sister screen read the other way
* hit, by the source's call; · = no result given. A portion of the library; rates above refer to the full screens.

SMILES	EBV LMP1 NFkB	Shn3 3UTR inh	NR2E3 ag-1	C8 TRAIL sens	NR2E3 ag-2	hiPSC survival	CF NFkB inh	Peg3 prom inh	HIF-2a block	KKLEB tox	TRPM1 prom inh
CCCCCc1c(O)c2ccccc2[nH]c1=O	-11	5	6	-1	-10	-0.5	-4	7	28	-6	-1
CCCn1c(SCC(=O)NCCc2ccc(Cl)cc2Cl)n[nH]c1=O	4	-5	-4	-2	8	3.3	-2	15	7	4	-2
Cc1ccc(O)c(C(=O)/C=C/c2ccc3c(c2)OCCCO3)c1	3	-31	2	16	-57	-0.5	31	-85	-161	-26	-65
CN(C)S(=O)(=O)c1ccc(Cl)c(NC(=O)CN2C(=O)NC3(CCCC3)C2=O)c1	5	-8	1	-9	9	-0.6	8	17	9	7	4
COc1ccc(CCN2CC34C=CC(O3)C(C(=O)NCc3ccccc3)C4C2=O)cc1OC (stereo unspecified)	-11	16	3	-9	-30	1.3	-8	16	1	-12	-2
Cc1ccc2nc(NC(=O)CSc3nc(=O)n(CCN(C)C)c4c3CCCC4)sc2c1	3	-4	1	-3	-50	-0.3	9	-20	2	3	-3
CC(C)Oc1ccc(C(=O)NNC(=O)c2ccccc2C(=O)O)cc1	7	-29	-2	2	-36	-0.5	18	1	12	-18	1
Cc1ccc([N+](=O)[O-])cc1S(=O)(=O)Nc1cccc(S(=O)(=O)Nc2ccccc2C(=O)O)c1	4	-1	·	-13	-5	1.0	-18	-7	13	12	0
CCN(Cc1ccccc1)c1cc2c(c3c1ccn3C)C1CCC2O1 (stereo unspecified)	·	20	·	7	15	0.2	-9	10	9	-5	·
CCOc1cccc2sc(=NC(=O)CCS(=O)(=O)c3ccc(F)cc3)n(C)c12	8	44	5	26	7	-0.4	28	9	-13	-10	-8
Cc1ccc(CNC(=O)c2ccc(CS(=O)Cc3cccc(Cl)c3)o2)cc1 (stereo unspecified)	-2	13	3	-7	1	-0.8	1	24	10	-7	3
Cc1ccc(NC(=O)CC(NC(=O)c2ccccc2Cl)c2ccccc2)nc1 (stereo unspecified)	4	23	5	13	2	1.3	-2	-9	18	7	-4
Cc1ccc(OCn2c(=O)sc3ccccc32)cc1	-11	-57	1	4	-80	-2.6	-6	-175	-231	-20	-80
COc1ccc(NC(=O)NC2CCCCCCC2)cc1OC	-8	17	4	2	-22	-0.4	-19	-78	-98	-4	-9
COc1ccc(OCc2cc(C(=O)N3CCN(CC4CC4)CC3)no2)c(Cl)c1	-24	-12	7	-4	-55	-0.3	6	-256	-189	-7	-57
CCSC1=N/C(=C\c2ccc(-c3ccccc3[N+](=O)[O-])o2)C(=O)S1	-4	-12	3	-6	-51	1.8	3	-25	-68	3	8
Cc1c(NC(=O)OC(C)C)sc(=S)n1C	-11	-19	0	-10	-3	0.1	3	3	-9	6	-4
O=c1[nH]n(-c2ccccc2Cl)c(=O)c2ccccc12	4	-22	2	-1	-17	0.7	-20	13	19	7	2
COCCC(=O)N1CCC(Oc2ccc(C(=O)NCCC3=CCCCC3)cc2)CC1	2	-22	0	7	-34	0.0	7	-22	-44	-2	3
O=C(NNC(=O)c1c(O)c2ccccc2[nH]c1=O)c1ccccc1	9	-1	2	5	-3	0.3	-6	-29	-15	4	-3
CC(C)N(C(=O)Cn1c(-c2ccccc2Cl)nc2ccccc21)c1ccccc1	6	2	6	3	-13	0.0	-3	-1	5	15	11
COc1ccc(C(=O)N2CCN(c3ccccc3)CC2)cc1S(=O)(=O)N1CCOCC1	5	-16	-5	-19	-20	0.7	-9	-23	-11	-1	-9
CC1CN(C(=O)c2cc3c(=O)n4ccccc4nc3n2C)CC(C)O1 (stereo unspecified)	-1	-31	2	3	11	0.3	-6	6	0	-7	-2
CC(Oc1ccc(Cl)cc1)C(=O)N(C)CC(=O)Nc1ccc(N2CCOCC2)cc1 (stereo unspecified)	11	-4	-1	-1	-12	0.1	24	18	15	8	3
CC(=O)Cn1ncc(N2CCCCC2)c(Cl)c1=O	3	-12	1	2	-60	2.1	4	-65	-72	8	-19

Three entries from above, arranged by the value under HIF-2a block, smallest number first.
canonical_smiles	HIF-2a block
COc1ccc(CCN2CC34C=CC(O3)C(C(=O)NCc3ccccc3)C4C2=O)cc1OC (stereo unspecified)	1
Cc1ccc2nc(NC(=O)CSc3nc(=O)n(CCN(C)C)c4c3CCCC4)sc2c1	2
Cc1ccc([N+](=O)[O-])cc1S(=O)(=O)Nc1cccc(S(=O)(=O)Nc2ccccc2C(=O)O)c1	13

Record cards, as listed above. Order of values: EBV LMP1 NFkB, Shn3 3UTR inh, NR2E3 ag-1, C8 TRAIL sens, NR2E3 ag-2, hiPSC survival, CF NFkB inh, Peg3 prom inh, HIF-2a block, KKLEB tox, TRPM1 prom inh
Record of `O=C(NNC(=O)c1c(O)c2ccccc2[nH]c1=O)c1ccccc1` : 9, -1, 2, 5, -3, 0.3, -6, -29, -15, 4, -3
Record of `CC(Oc1ccc(Cl)cc1)C(=O)N(C)CC(=O)Nc1ccc(N2CCOCC2)cc1` (stereo unspecified) : 11, -4, -1, -1, -12, 0.1, 24, 18, 15, 8, 3
Record of `CC1CN(C(=O)c2cc3c(=O)n4ccccc4nc3n2C)CC(C)O1` (stereo unspecified) : -1, -31, 2, 3, 11, 0.3, -6, 6, 0, -7, -2

(more compounds)
SMILES	EBV LMP1 NFkB	Shn3 3UTR inh	NR2E3 ag-1	C8 TRAIL sens	NR2E3 ag-2	hiPSC survival	CF NFkB inh	Peg3 prom inh	HIF-2a block	KKLEB tox	TRPM1 prom inh
Cn1nc(C(C)(C)C)c(NC(=O)c2ccc(F)cc2)c1C(C)(C)C	1	9	1	-22	17	-0.2	14	5	23	-4	-11
CCC(C)c1ccc(NC(=S)NCc2ccccn2)cc1 (stereo unspecified)	5	19	-1	-10	-18	-0.3	15	-67	-96	-3	-9
C=CCn1c(SC(CCO)C(=O)NCc2ccco2)nc2sc3c(c2c1=O)CCC3 (stereo unspecified)	9	-1	2	15	-17	7.5	-34	10	0	2	1
COc1cc(/C=N/N=C2/NC(=O)C(Cc3ccccc3)S2)ccc1O (stereo unspecified)	-4	-17	3	16	-164	-1.0	31	-94	-57	-15	-20
N#Cc1c(NCCO)ccc([N+](=O)[O-])c1NCCO	4	·	0	-1	-11	-0.3	2	5	-2	-1	8
COc1ccc(C(=O)CSc2ccc(-c3ccco3)nn2)cc1	-13	7	-2	-4	-31	-0.7	15	-15	7	-4	7
CCCc1c(O)nc(SCC(=O)N2CCCCC2)[nH]c1=O	-4	-8	4	-3	-19	0.7	6	9	13	-2	0
Cc1ccc(C)c(S(=O)(=O)N2CCN(C(=O)c3n[nH]c(=O)c4ccccc34)CC2)c1	1	13	-5	0	-13	-0.8	9	-1	11	2	17
COc1ccccc1C(C)NCC(=O)NCc1ccc(C)cc1 (stereo unspecified)	-5	14	-1	-7	4	-0.4	4	11	12	-8	8
O=C(OCc1nc(-c2ccccc2)oc1COC(=O)c1ccco1)c1ccco1	10	2	-2	15	-10	-0.9	-16	-21	-9	12	-3
CC(=O)c1cc2c(C)cc(=O)oc2cc1O	9	12	3	-8	-23	0.2	-7	-19	-13	-6	-6
CC(CN1CCN(Cc2ccccc2)CC1)OC(=O)c1ccco1 (stereo unspecified)	-5	·	1	19	-33	1.2	0	14	13	11	9
CC(C)OCCCNc1nc2c([nH]1)c(=O)n(C)c(=O)n2C	-2	22	-3	8	12	-0.4	4	1	-7	3	-1
Cc1cc(CN2CCCCC2C(=O)Nc2ccc(Oc3cccnc3)cc2)oc1C (stereo unspecified)	-7	-13	0	-6	-17	-0.3	-6	-18	-36	19	-20
Cc1noc(C)c1-c1ccc(C(=O)Nc2cccc(NS(C)(=O)=O)c2)c2occc12	·	-28	·	-15	-18	-4.3	-122	-58	-151	-1	·
CCN(c1ccccc1)S(=O)(=O)c1cccc(C(=O)NCC(c2ccc(OC)cc2)N2CCCCC2)c1 (stereo unspecified)	-7	7	·	6	7	-3.0	5	4	12	-14	·
Cc1ccc(-c2nc3ccccc3[nH]c2=O)cc1	-18	-73	-2	17	-78	-0.3	-7	-220	-213	-10	-70
COc1ccc2[nH]c3c(NCCN4CCCCC4)ncnc3c2c1	-1	30	0	6	2	-1.0	-25	49	-26	-10	-19
Brc1nc(-c2ccccc2)nc(-c2ccccc2)c1Br	·	0	5	94*	-24	0.2	3	50	8	5	·
